From PubChem BioAssay
PGC1a acetyl inh – PGC1a acetylation modulation, inhibitor mode; inhibition, % at 15.6 µM; AID 651687; U2OS PGC1a acetylation, AlphaScreen anti-acetyl-lysine; with virally co-expressed GCN5 acetyltransferase; 350,000 tested, 0.17% active;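 active = every replicate shows inhibition of at least 40%; inconclusive = mean inhibition at least 40% but some replicate below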;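 also: 0% = neutral control wells and 100% = positive control wells; some results beyond the cut were filed as inactive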
Statin myotox sup – protects C2C12 myotubes from simvastatin toxicity | AID 602340 | ATP luminescence, 48 h; scaled: DMSO 0, geranylgeraniol control 100 | rescue of ATP level, % at 7.49 µM | 330,000 tested, 0.78% active;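 active = mean ATP rescue above about 67%, or every replicate alone reaching that limit, limit read from the data, passing the limit was not always enough; inconclusive = no clear call, values can overlap the other calls; inactive = mean under the limit and some replicate under it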;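 also: myotubes were challenged with 10 µM simvastatin during compound exposure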
INS-1E GSIS act – primary screen for activators of insulin secretion dependent on glucose, INS-1E cells, GLuc reporter luminescence; INS-1E GLuc reporter insulin secretion, 2-3 h; activation, % at 16.6 µM; 370,000 tested, 0.61% active; AID 743287;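 active = lowest replicate activation of at least 40%, so every replicate reaches that level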;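 also: 0% = median of neutral control wells and 100% = median of IBMX positive control wells; some compounds called inactive have numbers as strong as hits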
miR-122 sensor – miR-122 inhibition in Huh7 cells. Huh7 miR-122 Renilla luciferase sensor, 48 h; neutral wells = 0, positive control = 100. activation (reporter increase), % at 12.5 µM. 340,000 tested, 0.3% active. AID 602342;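 active = mean replicate activation score at least 90 and every replicate individually at or above 90; inconclusive = only one of the two criteria met; inactive = neither criterion met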;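 also: higher luciferase means less miR-122 activity so hits act as miR-122 inhibitors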
Cneo AK release – causes C. neoformans cell lysis | adenylate kinase release luminescence, 4 h; normalised: neutral wells 0, clomiphene wells 100 | AID 651654 | 360,000 tested, 0.2% active | lysis activity, % at 15 µM;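 active = mean lysis activity across replicates of at least 80%, whatever share of replicates individually reach that level; inactive = mean lysis activity below 80%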
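Material: C. neoformans cells | Amount: Yeast cell density of 5 × 10^6 cells/mL | Medium: Fresh YPD growth medium | Dosing: Single dose | Times: Static 4 h at 37 °C with compound, 1 h detection | Detection: AK luminescence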
PglD DTNB – PglD (C. jejuni) enzyme inhibition; purified PglD enzyme, DTNB colorimetric CoA detection; inhibition, % at 12.5 µM; 360,000 tested, 0.098% active; AID 602405; in the data active = inhibition above about 16%, passing the limit was not always enough; inconclusive = no clear call, values can overlap the other calls; also: strong numbers were not always called active
F508del corr – correctors of CFTR F508del function in bronchial epithelial cells. 350,000 tested, 0.36% active. activity (quench increase), % at 7.58 µM. CFBE cells, YFP halide quenching; stimulated with forskolin plus potentiator P3; % fluorescence drop versus neutral controls;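 active = mean added fluorescence quench of at least 8% versus neutral control, with both replicates also reaching 8%; inconclusive = only one of the mean or replicate conditions met; inactive = mean below 8% and not both replicates reaching 8%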;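 also: cells transiently co-express mutant CFTR-F508del with the halide-sensitive YFP; corrector assay measuring rescue of mutant channel to the surface after 24 h compound exposure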
FN deposit inh – fibronectin deposition inhibition; inhibition, % at 12.6 µM; AH1F fibroblasts, Alexa488-fibronectin deposition fluorescence, overnight; 350,000 tested, 0.086% active;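 active = mean inhibition across replicates of 30% or more, regardless of how many single replicates reach that level; inconclusive = mean under 30% yet at least half of replicates reach 30%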;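 also: positive control wells lacked labelled fibronectin entirely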
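Material: AH1F fibroblast monolayer depositing Alexa488-labelled fibronectin into matrix / Amount: 10000 AH1F cells per well / Signal: fluorescence 485/525 nm / Medium: DMEM, 2% serum / Compound: single dose, pinned / Incubation: 1 h cell adhesion before compound, then overnight fibronectin incubation / Reagent: Alexa488-FN, 24 nM final / Read-out: inhibition of fibronectin deposition signal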
Active calls of the source: *; ? = inconclusive; . = no result given; & = joins results of further samples; [ ] = remark or other dose. Outcome played no part in choosing rows; 2.1% or so of the library scored in one or more.

SMILES | PGC1a acetyl inh | Statin myotox sup | INS-1E GSIS act | miR-122 sensor | Cneo AK release | PglD DTNB | F508del corr | FN deposit inh
O=C(O)CCNC(=O)/C(=C\c1ccco1)NC(=O)c1ccco1 | 5 | 1 | 1 | -6 | -6 | 5 | -0.2 | -14
CCOc1ccccc1C1C(C#N)=C(SCC(=O)OC)NC(=O)C1C(=O)OC (stereo not drawn) | -6 | -3 | . | -11 | -2 | 3 | . | -4
COc1ccc(NC(=O)CCCN2C(=O)CN(C)C2=O)c(OC)c1 | -4 | -9 | . | . | -1 | -6 | -2.7 | 1
CCOC(=O)c1cnc(N)nc1-c1ccccc1 | 8 | -7 | 37 | 2 | -4 | 6 | -1.2 | -16
C[C@H]1CCCCO[C@@H](CN(C)Cc2ccc(C(=O)O)cc2)[C@@H](C)CN([C@@H](C)CO)C(=O)c2cc(NC(=O)Nc3ccc(F)cc3)ccc2O1 | 6 | . | 20 | 14[16.7 µM] | 4 | 0 | 0.3 | .
O=C(O)c1ccccc1C(=O)N1CCN(C(=O)c2ccccc2Cl)CC1 | ? | 5 | -2 | -3 | . | . | -2.9 | -5
O=C(Nc1ccccc1F)c1ccc2snnc2c1 | . | 5 | 4 | . | -2 | 5 | 2.6 | 5
COc1ccc(S(=O)(=O)NC(CC(C)C)C(=O)NC(C)c2cccs2)cc1 (stereo not drawn) | . | 0 | -7 | . | 1 | -2 | 0.6 | 4
Cc1cc2ccccn2c1C(=O)c1cccc(F)c1 | -1 | 1 | 11 | -1 | -1 | 0 | -1.8 | 7
O=C(C1CCN(S(=O)(=O)c2cccc3cccnc23)CC1)N1CCn2c1nc1ccccc12 | -6 | -12 | 13 | -4 | 0 | -2 | 3.2 | -7
COC(=O)c1ccccc1NC(=S)NC(=O)C1CC1 | 7 | 7 | 4 | . | 0 | 2 | 1.3 | .
O=C(Nc1ccc(Oc2ccccc2)cc1)c1cnc2n(c1=O)CCS2 | -3 | 4 | 23 | 0 | 0 | 1 | 1.9 | -5
OCCN(CCO)CC(O)COc1ccc2c(c1)OCO2 (stereo not drawn) | 4 | -3 | . | -1 | -1 | -10 | . | .
COc1cc(CC(=O)OCC(=O)NC2CCCCC2)cc(OC)c1OC | -8 | . | -4 | . | -1 | -2 | -3.0 | 12
C[C@H](CO)N1C[C@H](C)[C@H](CN(C)CC2CCCCC2)OCc2cn(nn2)CCCC1=O | 9 | -6 | -1 | -3[16.7 µM] | -13 | -2 | -3.1 | -10
CN1C[C@@H](O)COC[C@H]2O[C@@H](CC(=O)N3CCN(c4ccccc4)CC3)CC[C@@H]21 | -5 | -5 | 3 | 4[16.7 µM] | -1 | 1 | 1.7 | 4
Cc1cc(NC(=O)c2cnn3c(C(F)F)cc(C4CC4)nc23)no1 | 8 | . | . | 7 | 3 | -1 | . | .
CCCCOc1ccc(C2(C)CC(=O)NC2=O)cc1 (stereo not drawn) | 2 | -6 | . | -8 | 0 | 9 | . | .
O=S(=O)(Cc1noc(-c2ccccc2Cl)n1)c1ccccn1 | . | 6 | 2 | . | . | . | 1.9 | -7
Cn1c(CCC(=O)Nc2ccc(S(C)(=O)=O)cc2)nc2cc(S(=O)(=O)N3CCOCC3)ccc21 | -15 | 8 | -1 | 1 | 2 | -1 | 2.4 | -2
C=CCn1c(=N)n(CC(O)COc2ccc(OC)cc2)c2ccccc21 (stereo not drawn) | -8 | -20 | . | -4 | 2 | 1 | 2.9 | 1
CCn1cc(C(=O)OCC(=O)Nc2cccc(S(=O)(=O)N3CCOCC3)c2)c(=O)c2ccc(C)nc21 | -12 | -9 | -3 | -4 | -3 | -1 | . | .
Cc1noc(C)c1NC(=O)N(C)C[C@@H]1Oc2ccc(NC(=O)C3CCCCC3)cc2CC(=O)N([C@H](C)CO)C[C@H]1C | 4 | 18 | -1 | -6[16.7 µM] | 43 | 1 | 5.0 | -2
CCc1cccc(NC(=O)c2cnn(-c3ccccc3)c2C)c1 | . | -35 | -16 | . | -4 | -5 | -3.5 | 3
CN1CCCN(S(=O)(=O)c2ccccc2)c2nc3ccccc3nc21 | 2 | -14 | 26 | 8 | 0 | -2 | 2.6 | -5
CN(C)c1nc(C(=O)NN)nc(N(C)C)n1 | -2 | 0 | 6 | -4 | 5 | -8 | -2.6 | .
Cc1ccc(S(=O)(=O)N(C)C[C@H]2Oc3ccc(NS(C)(=O)=O)cc3C(=O)N([C@H](C)CO)C[C@H]2C)cc1 | -9 | . | 22 | 12[16.7 µM] | -2 | 46 | -0.7 | -26
C[C@@H](O)C#Cc1ccc2c(c1)O[C@H](CN(C)C(=O)CN(C)C)[C@@H](C)CN([C@@H](C)CO)S2(=O)=O | -23 | -12 | 10 | 0[16.7 µM] | 20 | 5 | -1.4 | .
O=C(c1c(F)cccc1F)N1CCCC(c2nc(-c3cccs3)no2)C1 (stereo not drawn) | -1 | 3 | 16 | 4 | 2 | -6 | 1.1 | 2
COc1ccc(NC(=O)CCc2c(C)nc3nc(C)nn3c2C)cc1 | -5 | . | . | -4 | 1 | 1 | . | 0
CC(=O)Nc1ccc(S(=O)(=O)NCCc2cc3ccc(C)c(C)c3[nH]c2=O)cc1 | 9 | 11 | 12 | -1 | 0 | -11 | -0.6 | 4
C[C@@H]1CCCCO[C@@H](CN(C)C(=O)Nc2ccc(C(F)(F)F)cc2)[C@H](C)CN([C@@H](C)CO)C(=O)c2cc(NS(=O)(=O)c3ccc(F)cc3)ccc2O1 | -11 | . | 11 | -10[16.7 µM] | -4 | 2 | 0.8 | 3
O=C(Nc1ccc(F)c(Cl)c1)C1CCN(S(=O)(=O)c2cccnc2)CC1 | -1 | -9 | . | 3 | -2 | 6 | -1.3 | 4
CCC(CO)Oc1cc(NC(=O)c2ccc(Cl)cc2)c2ncn(C(C)C)c2c1 (stereo not drawn) | -9 | 0 | 13 | -4 | 2 | -3&-4 | -0.4 | 6
O=C(Nc1c(C(=O)Nc2ccc3c(c2)OCCO3)cnn1-c1ccccc1Cl)c1ccco1 | -5 | -3 | . | -2 | 1 | -2 | . | .
COc1ccc([N+](=O)[O-])cc1NC(=O)CSCc1ccc(Br)cc1 | -6 | . | . | 5 | 5 | 1 | 0.0 | 17
CC(=O)N(CC#CCN(C(C)=O)c1ccccc1)c1ccccc1 | . | 30 | . | -8 | 0 | 1 | 1.5 | 11
CCCNC(=O)N1CC2(CCN(S(=O)(=O)CC)CC2)c2c([nH]c3cc(OC)ccc23)[C@@H]1CO | 2 | . | 18 | . | . | . | -0.6 | 4
CC(C)NC(=O)N1CCCCN2[C@H](CO)[C@@H](c3ccc(Br)cc3)[C@H]2C1 | -4 | -4 | 1 | 7[16.7 µM] | 2 | 2 | -2.2 | .
CC(=O)Nc1cccc(-c2cc(NC=O)c3ncc(-c4ccc(F)c(Cl)c4)n3c2)c1 | -21 | -3 | 4 | 0 | 0 | 1 | 3.1 | -13
Cc1ccc(C(=O)NCCNC(=O)COc2ccc(C)c(C)c2)cn1 | 9 | -2 | 4 | -14 | -3 | -167 | -2.0 | -15
NC(=O)c1nn(-c2ccccc2)nc1NC(=O)CSc1nnnn1-c1ccc(Cl)cc1 | . | . | -40 | -7 | 0 | 3 | . | 1
Cc1noc(C)c1S(=O)(=O)Nc1ccc2c(c1)CC(=O)N([C@@H](C)CO)C[C@H](C)[C@H](CN(C)S(=O)(=O)c1ccccc1)O2 | 6 | -28 | 8 | 3[16.7 µM] | 0 | 1 | -0.7 | .
CCOc1cc(C2NC(=S)NC(C)=C2C(=O)Nc2ccc(OC)cc2)ccc1O (stereo not drawn) | -3 | . | 3 | -4 | -8 | -6 | . | -10
COCCN1C(=O)C(=O)/C(=C(/O)c2ccc(S(=O)(=O)N3CCOCC3)cc2)C1c1cccc(Cl)c1 (stereo not drawn) | 4 | -5 | 50 | -1 | . | . | -0.1 | 1
CC(C)N1CCC(N2CCN(CCCc3ccccc3)CC2CCO)CC1 (stereo not drawn) | 10 | -9 | 7 | 4 | 31 | -6 | . | .
CCn1cc(C(=O)O)c(=O)c2cc(F)c(N3CCNCC3)cc21 | -8 | 4 | . | -2 | -1 | 8 | . | .
COc1cc(/C=N/n2nnnc2N)ccc1OC(C)C | 0 | 8 | 9 | -9 | 0 | 1 | 1.0 | 4
Cc1ccc(NC(=O)CCC(=O)NNC(=O)c2ccco2)c(C)c1 | 5 | -5 | 21 | 0 | -3 | 1 | . | -4
CC1CCCCN1Cc1c(O)ccc2c(=O)c(-c3nc4ccccc4s3)coc12 (stereo not drawn) | 9 | . | -6 | 2 | -2 | 0 | 1.1 | 2
CN(C)C(=O)c1ccc(NC(=O)COc2cccc3c2OC(C)(C)C3)cc1 | -10 | 22 | -10 | -8 | 4 | -3 | -0.3 | -2
Cc1cc(-c2ccc(S(=O)(=O)N(C)Cc3ccccc3)cc2)on1 | -7 | -15 | -2 | -6 | 0 | 6 | 0.7 | 7
CC(=O)NS(=O)(=O)c1ccc(NC(=S)NC(=O)CC(C)C)cc1 | 2 | . | 10 | -4 | . | . | 0.7 | 4
Cc1ccc(NC(=O)CSc2nnc(-c3ccccn3)n2N)cc1F | 1 | . | 2 | 0 | 0 | -1 | 0.4 | -8
